# High-throughput results (PubChem BioAssay)
# TRb SRC2 PPI = qHTS for Inhibitors of the Interaction of Thyroid Hormone Receptor and Steroid Receptor Coregulator 2. 280,000 compounds, 0.065% hits. Potency, µM (top dose mostly 106 µM), for the others: at the highest dose activity change, negative = inhibition, hits mostly inhibitors. TRbeta-SRC2 peptide binding, fluorescence polarization; receptor liganded with 1 µM T3. Thyroid hormone receptor beta (Homo sapiens), P10828. AID 1469, 2008;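 note: potency is the fitted concentration of half-maximal effect; plate controls were bound peptide for no effect and peptide without receptor for full effect; nearly all actives have a fitted effect of over 50% in size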
#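 Compounds were added to 0.6 uM TRb ligand-binding domain and 20 nM Texas Red-labeled SRC2 peptide in Tris buffer containing 1 uM T3, incubated 5 hr at ambient temperature, then read by fluorescence polarization.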
# NPSR antagonist = qHTS Assay for Antagonists of the Neuropeptide S Receptor: cAMP Signal Transduction; 220,000 compounds, 1% hits; CHO-NPSR cells, cAMP TR-FRET, antagonist mode; Q6W5P4; Potency, µM (series often up to 38.3 µM), for the others: at the highest dose activity change, negative = inhibition, actives largely listed as inhibitors; AID 1461, 2008; note: potency is the fitted concentration of half-maximal effect; % is set by controls: 0 for no effect and ±100 for the full control effect; nearly all actives have a fitted effect of over 50% in size; many of its hits are not listed in these tables
# Target sequence (Q6W5P4 whole entry, looked up): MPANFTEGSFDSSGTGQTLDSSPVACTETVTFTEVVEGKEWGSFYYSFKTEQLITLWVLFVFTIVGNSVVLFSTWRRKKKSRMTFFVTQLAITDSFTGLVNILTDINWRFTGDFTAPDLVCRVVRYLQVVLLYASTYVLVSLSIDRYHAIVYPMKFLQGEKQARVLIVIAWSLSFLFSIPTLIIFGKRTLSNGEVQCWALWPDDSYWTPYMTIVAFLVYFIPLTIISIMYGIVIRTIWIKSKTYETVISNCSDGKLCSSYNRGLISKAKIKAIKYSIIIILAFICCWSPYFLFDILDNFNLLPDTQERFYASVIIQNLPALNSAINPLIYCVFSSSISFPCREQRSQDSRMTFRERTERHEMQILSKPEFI
# CBFb RUNX1 block = qHTS Assay for Compounds Blocking the Interaction Between CBF-beta and RUNX1 for the Treatment of Acute Myeloid Leukemia | 230,000 tested, under 10 active | Runt-related transcription factor 1 (Homo sapiens) + Core-binding factor subunit beta … | AID 1477, 2009 | AlphaScreen CBFb-His/RUNX1-biotin binding, biochemical | Potency, µM (series often up to 59.8 µM), for the others: top-dose activity, negative = inhibition, usual class: inhibitors; note: % of control where 0% means no effect
#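 CBFb-His/RUNX1-biotin, 30 nM each, preincubated 20 min RT; compound 15 min RT; Ni + streptavidin beads 50 ng each, 90 min RT; AlphaScreen read.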
# Tau fibril FP = qHTS for Inhibitors of Tau Fibril Formation, Fluorescence Polarization | Microtubule-associated protein tau (Homo sapiens), P10636 | K18 P301L tau heparin fibrillization, Alexa594 FP, 6 h | Potency, µM (top dose mostly 57.7 µM), for the others: at the highest dose activity, negative = inhibition, most hits filed as inhibitors | 280,000 compounds, 0.39% hits; note: potency is the fitted concentration of half-maximal effect; % is set by controls: 0 for no effect and ±100 for the full control effect; nearly all actives have a fitted effect of over 55% in size
# Target sequence (P10636 561-689 P618L limits assumed): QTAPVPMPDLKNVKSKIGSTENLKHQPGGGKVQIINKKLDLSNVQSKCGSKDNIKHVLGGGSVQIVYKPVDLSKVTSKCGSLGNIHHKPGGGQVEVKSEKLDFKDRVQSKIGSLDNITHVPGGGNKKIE
#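 Compound effects on tau fibrillization are measured by Alexa 594 fluorescence polarization (ex 555, em 632 nm). K18 P301L tau is used at 15 uM with 0.24 uM labeled tracer, and 20 uM heparin induces aggregation over 6 hr at 37 C.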
# GLA spleen mod = qHTS Assay for Inhibitors and Activators of Human alpha-Galactosidase From Spleen Homogenate | Alpha-galactosidase A (Homo sapiens), P06280 | human spleen homogenate, 4MU-alpha-Gal fluorescence, 40 min | Potency, µM (highest dose often 80 µM), for inactives: at the top dose activity change, negative = inhibition, actives largely listed as inhibitors | 240,000 compounds, 0.008% hits;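 note: potency is the fitted concentration of half-maximal effect; 0% = enzyme with vehicle and -100% = no enzyme basal signal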
# Target sequence (P06280 32-429 limits assumed): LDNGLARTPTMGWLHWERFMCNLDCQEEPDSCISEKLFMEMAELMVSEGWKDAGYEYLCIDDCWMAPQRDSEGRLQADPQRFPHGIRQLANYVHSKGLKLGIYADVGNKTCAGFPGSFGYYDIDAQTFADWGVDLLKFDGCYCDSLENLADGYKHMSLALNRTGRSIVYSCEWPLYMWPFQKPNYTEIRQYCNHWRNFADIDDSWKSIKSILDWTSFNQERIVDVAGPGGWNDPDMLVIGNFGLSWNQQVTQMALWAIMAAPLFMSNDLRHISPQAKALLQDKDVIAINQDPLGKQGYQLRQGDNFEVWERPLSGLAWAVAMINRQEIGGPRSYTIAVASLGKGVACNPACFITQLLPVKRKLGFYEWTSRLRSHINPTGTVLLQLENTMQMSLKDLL
#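 Inhibition or activation of alpha-galactosidase in human spleen homogenate is scored by 4-MU fluorescence after 40 min at 37C, pH 5.0, with 1 mM substrate. AC50s come from concentration-response fitted to the Hill equation.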
# TR SRC2 fluor cs = Total Fluorescence Counterscreen for Inhibitors of the Interaction of Thyroid Hormone Receptor and Steroid Receptor Coregulator 2 | AID 1479, 2009 | 280,000 compounds, 0.29% hits | Potency, µM (highest dose often 106 µM), for inactives: top-dose fluorescence change, negative = quenching | TRb/SRC2 Texas Red total fluorescence interference; active = well fitted curve in either direction with a large enough effect; inconclusive = small, poorly fitted or top-dose-only effect; note: potency is the fitted concentration of half-maximal effect; % is set by controls: 0 for no effect and ±100 for the full control effect
#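 Human TRb ligand-binding domain at 0.6 uM with 20 nM Texas Red SRC2 peptide in Tris buffer containing 1 uM T3 and 5% DMSO, incubated with compound 5 h at ambient temperature. Total fluorescence (555/632 nm) calculated as parallel + 2 × perpendicular.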
# Epigenetic reg = Quantitative High-Throughput Screen for Regulators of Epigenetic Control; murine LDR cells, GFP reporter derepression, 30 h; Potency, µM (doses to about 53.9 µM), inactives show at the highest dose GFP activation, actives largely listed as activators; 280,000 compounds, 0.2% hits; note: potency is the fitted concentration of half-maximal effect; % of control where 0% means no effect; nearly all actives have a fitted effect of over 60% in size
#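 GFP-positive cell count by laser-scanning cytometry (objects 20–120 um) after 30 h, 37 C compound exposure of murine LDR cells; reporter is CMV-GFP integrated at a silenced locus, inducible by HDAC or DNMT inhibitors.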
# Tau fluor counter = Counterscreen qHTS for Inhibitors of Tau Fibril Formation, Fluorescence Polarization. Potency, µM (top dose mostly 57.7 µM), for inactives: at the top dose activity change, negative = decrease. AID 1463, 2008. tau K18 P301L Alexa594 fluorescence, heparin fibrillization. 280,000 compounds, 0.93% hits; note: potency is the fitted concentration of half-maximal effect; % is set by controls: 0 for no effect and ±100 for the full control effect; nearly all actives have a fitted effect of over 55% in size
#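 Human tau K18 P301L (15 uM unlabeled, 0.24 uM Alexa 594-labeled) in 100 mM sodium acetate pH 7 with 20 uM heparin, 6 hr at 37 C. ThT 30 uM added, 1 hr ambient; Alexa 594 FP and total fluorescence read at 555/632 nm.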
# * hit, by the source's call; ? = inconclusive; · = no result given; & = joins results of further samples; [ ] = another dose, or the depositor's remark. Unless noted, calls come from the whole dose curve; as a rule, active = well fitted curve in the direction sought with a large enough effect; inconclusive = small, poorly fitted or top-dose-only effect, or another doubt; inactive = no such curve, though single readings can be large; an effect the other way counts as inactive or inconclusive. This is a subset; rates above refer to the full screens.
SMILES,TRb SRC2 PPI,NPSR antagonist,CBFb RUNX1 block,Tau fibril FP,GLA spleen mod,TR SRC2 fluor cs,Epigenetic reg,Tau fluor counter
COc1ccc(NC(=O)Cn2c(=O)n(CCCC(=O)NCc3ccccc3OC)c(=O)c3ccccc32)cc1Cl,6%,·,·,?,·,7%,13%,-21%
COc1cc(C2c3c(oc4ccccc4c3=O)C(=O)N2c2ccccn2)cc(OC)c1OC (stereo not given),-10%,·,·,-11%,·,0.04µM*[quencher],4.2%,2%
CC(C)CC(=O)Nc1cccc(-c2cn3ccsc3n2)c1,4%,-15%[46.1 µM],3%,1%,9%,0%,-1.1%,-5%
Cc1ccc2nc(SCC(=O)Nc3ccccc3N3CCOCC3)c(C#N)cc2c1,-19%,?,8%,4%,7%,-1%,-1.2%,7%
CC(C)OCc1c(C(=O)OC/C(O)=C(\C#N)c2nc3ccccc3[nH]2)oc2ccccc12,-4%,-23%,-4%,2%,6%,-1%,15%,-13%
COc1ccc(C2c3ccc(O)cc3Oc3ncn4nc(-c5ccccn5)nc4c32)cc1OC (stereo not given),6%,-42%,?,12%,-11%,-7%,0.1%,?
COc1ccc(C(C)=O)cc1COC(=O)CNC(=O)c1cc(C)cc(C)c1,-4%,5%,-3%,13%,4%,?,1.1%,-7%
CCN1CCN(C(c2cccs2)C(C)NC(=O)NC2CCCCC2)CC1 (stereo not given),3%,2%[46.1 µM],8%,-2%,-2%,0%,-0.8%,-2%
O=C(Nc1ccc(O)cc1C(=O)O)c1cccc(Br)c1,7%,-5%[46.1 µM],-16%,?,-2%,-6%,0.8%,0%
COc1ccc(-c2[nH]ncc2CN2CCCC(C(=O)c3cccc(OC)c3)C2)cc1 (stereo not given),-10%[53 µM],25%,-5%,4%,-2%,-1%[53 µM],-0.3%,-11%
C[C@@H](C(=O)NCc1ccccn1)[C@H]1C[C@]1(C)[C@H](NC(=O)OCc1ccccc1)c1ccccc1,-7%&9%,-29%,-5%&10%,-9%&-1%,-4%&-3%,-13%&3%,-1.0%&0.4%,-10%&-5%
Cc1[nH]c2ccccc2c1C(c1ccccn1)N1CCC(C)CC1 (stereo not given),0%,-6%[46.1 µM],-2%,-11%,0%,0%,-1.1%,?

# Part of the list above, with two lines to a compound.
# Below each compound: TRb SRC2 PPI | NPSR antagonist | CBFb RUNX1 block | Tau fibril FP | GLA spleen mod | TR SRC2 fluor cs | Epigenetic reg | Tau fluor counter
- COc1ccc(C2c3ccc(O)cc3Oc3ncn4nc(-c5ccccn5)nc4c32)cc1OC (stereo not given)
 : 6% | -42% | ? | 12% | -11% | -7% | 0.1% | ?
- COc1cc(C2c3c(oc4ccccc4c3=O)C(=O)N2c2ccccn2)cc(OC)c1OC (stereo not given)
 : -10% | · | · | -11% | · | 0.04µM*[quencher] | 4.2% | 2%

# (listing goes on)
SMILES,TRb SRC2 PPI,NPSR antagonist,CBFb RUNX1 block,Tau fibril FP,GLA spleen mod,TR SRC2 fluor cs,Epigenetic reg,Tau fluor counter
Cc1cccc(NC(=O)N2CCC(CN3CCC(C)CC3)CC2)c1C,-3%,·,·,-1%,·,3%,4.9%,4%
CCCN1C(=O)/C(=c2\s/c(=C3\C=Cc4ccccc4N3CC)c(=O)n2-c2ccccc2)SC1=S,1%,14%,2%,-2%,0%,4%,-1.1%,-3%
Cc1ccc(NC(=O)CC2C(=O)NCCN2C(=S)Nc2ccccc2)c(C)c1 (stereo not given),-16%,4%,-3%,0%,-1%,-4%,-1.0%,-14%
COCCNC(=S)N/N=C(\C)c1ccc2cc(OC)ccc2c1,8%,-23%,6%,6%,-4%,0%,7.9µM*,-28%
CCCCOc1ccc(S(=O)(=O)NCc2csc(-c3ccc(OC)cc3)n2)cc1,-4%,·,·,-14%,·,-2%,-3.0%,1%
CCOC(=O)CSc1nc2ccc(NC(=O)COc3ccc(F)cc3)cc2s1,7%,·,·,-9%,·,9%,3.2%,-23%
COC(=O)c1cc(NC(=O)CN(c2cccc(OC)c2)S(=O)(=O)c2ccccc2)ccc1Cl,-2%,-20%[46.1 µM],2%,?,-2%,-3%,0.1%,?
N#CCSc1nnc2sc3ccccc3n12,-4%,-2%[46.1 µM],2%,2%,1%,3%,0.8%,0%
CC(C)CC(=O)NC1(C(F)(F)F)C(=O)Nc2c1c(=O)[nH]c(=O)n2Cc1ccco1 (stereo not given),1%,8%[7.67 µM],4%,-1%,3%,0%,1.6%,-8%
CCOC(=S)SCC(=O)N1CCc2ccccc2C1C1C(=O)CC(C)(C)CC1=O (stereo not given),-4%,-8%[46.1 µM],-12%,1%,-4%,-4%,1.0%,4%
COCCn1nnnc1CN1CCC(C)CC1,-3%,-8%[46.1 µM],0%,-6%,0%,-6%,-0.8%,-1%
OCCNc1ccc(Cl)cc1,5%,0%[7.67 µM],0%,-2%,8%,-1%,-1.2%,-8%

# An excerpt from further up, as a working copy:
SMILES,TRb SRC2 PPI,NPSR antagonist,CBFb RUNX1 block,Tau fibril FP,GLA spleen mod,TR SRC2 fluor cs,Epigenetic reg,Tau fluor counter
COCCNC(=S)N/N=C(\C)c1ccc2cc(OC)ccc2c1,8%,-23%,6%,6%,-4%,0%,7.9µM*,-28%
CCCCOc1ccc(S(=O)(=O)NCc2csc(-c3ccc(OC)cc3)n2)cc1,-4%,·,·,-14%,·,-2%,-3.0%,1%
CCOC(=O)CSc1nc2ccc(NC(=O)COc3ccc(F)cc3)cc2s1,7%,·,·,-9%,·,9%,3.2%,-23%
COC(=O)c1cc(NC(=O)CN(c2cccc(OC)c2)S(=O)(=O)c2ccccc2)ccc1Cl,-2%,-20%[46.1 µM],2%,?,-2%,-3%,0.1%,?
N#CCSc1nnc2sc3ccccc3n12,-4%,-2%[46.1 µM],2%,2%,1%,3%,0.8%,0%

# (further entries)
SMILES,TRb SRC2 PPI,NPSR antagonist,CBFb RUNX1 block,Tau fibril FP,GLA spleen mod,TR SRC2 fluor cs,Epigenetic reg,Tau fluor counter
O=S(=O)(Nc1c(S(=O)(=O)c2ccccc2)c2nc3ccccc3nc2n1C1CCCCC1)c1ccccc1,?,-48%,4%,?,12%,-1%,0.0%,-2%
O=C(O)CC(SCC(=O)Nc1ccc(S(=O)(=O)N2CCCC2)cc1)C(=O)O (stereo not given),-2%,-6%,1%,-8%,-1%,0%,-0.4%,-1%
N/C(=N\OS(=O)(=O)c1ccccc1)c1ccccn1,8%,5%,-11%,5%,2%,-1%,-1.0%,15%
O=C1N(Cc2ccccc2Cl)c2ccccc2C1(O)c1c[nH]c2ccccc12 (stereo not given),6%,·,·,-5%,·,4%,0.0%,?
COc1ccc(CCN2CN(S(=O)(=O)c3ccc(C)cc3)c3nc4ccccc4nc32)cc1OC,-13%,-4%,-5%,4%,9%,-2%,0.0%,5%
COc1ccc(NC(C)=O)cc1NC(=O)CN1CCN(c2ccccn2)CC1,-10%,-6%[46.1 µM],12%,10%,-10%,0%,0.0%,5%
CC/C=C\C/C=C\C/C=C\C/C=C\C/C=C\C/C=C\CCC(=O)O,5%&-6%&0%,·,?,?,19%&9%&13%,-5%&1%&-1%,2.1%&2.0%&-1.1%,-1%&-20%&-24%
Cc1ccc(-c2nc(S(=O)(=O)c3ccc(F)cc3)c(N3CCN(c4ccccc4)CC3)o2)cc1,-6%,·,·,4%,·,6%,0.0%,-8%
CCOc1c(Nc2ccccc2O)c(=O)c1=O,3%,-13%,7%,1%,-5%,-2%,0.9%,1%
COCCCNS(=O)(=O)c1ccc(Cl)c(C(F)(F)F)c1,0%,0%,11%,-8%,0%,-3%,3.8%,-10%
Cc1ccccc1N1CCN(C(=O)C2CCCCC2)CC1,-10%,-16%[46.1 µM],4%,6%,9%,1%,0.0%,4%
Cc1cccc(C(=O)O/N=C(\N)c2cccc([N+](=O)[O-])c2)c1,-2%,-19%[46.1 µM],-3%,2%,1%,-2%,-1.1%,-26%
COc1ccc(-c2nnc(SCC(=O)N3CCOCC3)n2C)cc1OC,-3%,-3%[46.1 µM],4%,-3%,6%,0%,5.9%,-2%
O=C(CN1C(=O)CCc2cc(S(=O)(=O)N3CCOCC3)ccc21)NCc1ccccc1Cl,11%,·,·,1%,·,0%,-0.3%,-5%
Cc1oc2c(CN3CCCC3)c(O)ccc2c(=O)c1-c1ccc(Br)cc1,4%,-7%[46.1 µM],0%,2%,13%,-1%,-1.1%,-7%
COc1cc(NC(=O)c2cc(-c3cccnc3)nc3ccc(Br)cc23)cc(OC)c1,3%,-49%,-2%,?,1%,-2%,3.5%,?
Nc1n[nH]c(N)c1N=Nc1ccc2c(c1)OCO2,4%,-22%,-12%,1%,-3%,-7%,-0.9%[10.1 µM],-30%
CN(CCOC(=O)c1ccco1)Cc1ccccc1,-7%,5%[46.1 µM],4%,2%,-2%,-3%,1.1%,-2%
Cc1ccc(CNC(=O)CNC(=S)N(Cc2ccccc2)Cc2ccccc2F)cc1,-1%,-46%,-2%,1%,3%,1%,-1.5%,-29%
CS(=O)c1ccccc1-c1nc(-c2cccc(Cl)c2)no1 (stereo not given),-10%,-12%,15%,-1%,?,-5%,-1.4%,-10%
COc1cccc(C(=O)NC(=S)Nc2nnn(C)n2)c1,-3%[53 µM],11%,-16%,-3%,4%,-2%[53 µM],2.6%,9%
COc1ccc(S(=O)(=O)N2CCC(C(=O)N3CCc4ccccc4C3)CC2)cc1C,6%,-28%[46.1 µM],-3%,-8%,7%,1%,-0.7%,-13%
NC(=S)Cc1ccc(Cl)cc1Cl,-4%,-1%,3%,2%,0%,-1%,0.0%,-5%
Cc1nc2cc(NC(=O)COc3ccc(C#N)cc3)ccc2n1-c1ccccc1,4%,?,-3%,5%,13%,-2%,-1.1%,8%
